Screening results deposited in PubChem BioAssay by Emory University Molecular Libraries Screening Center.
EP2 mod: EP2 receptor modulators, cAMP readout, primary screen, cell-based, HTRF cAMP, PGE2 stimulation | actives 0.83% (n = 260,000) | Prostaglandin E2 receptor EP2 subtype (Homo sapiens), P43116 | EP2-expressing cells, cAMP HTRF FRET, PGE2 co-stimulation | induction, % at 25 µM | AID 940, 2007;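 active = compounds whose cAMP rise, as percent of the full-agonist control response, exceeds 60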;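 note: rat C6 glioma line stably carrying human EP2 under a CMV promoter; the protocol text gives 20 µM as final concentration; 100% = response of wells given 1 µM PGE2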
Target sequence (P43116 whole entry, looked up): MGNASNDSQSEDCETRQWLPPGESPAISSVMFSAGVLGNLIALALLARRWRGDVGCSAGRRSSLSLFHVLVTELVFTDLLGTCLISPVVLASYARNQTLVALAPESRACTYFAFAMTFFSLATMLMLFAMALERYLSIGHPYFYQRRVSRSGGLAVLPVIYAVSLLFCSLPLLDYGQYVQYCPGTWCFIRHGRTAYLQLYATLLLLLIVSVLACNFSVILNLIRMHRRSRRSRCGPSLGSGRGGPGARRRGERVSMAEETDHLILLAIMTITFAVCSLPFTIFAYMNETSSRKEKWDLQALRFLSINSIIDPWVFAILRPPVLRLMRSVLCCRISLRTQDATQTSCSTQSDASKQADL
Active calls of the source: *; & = joins results of further samples. Only part of the results is shown; count on the stated rates, not on these rows.

The opening 7 entries, to show the layout:
EP2 mod	Molecule
-15.9	O=C(c1ccccc1)c1cc[n+](Cc2ccccn2)cc1
-26.3	O=C(C1CCN(S(=O)(=O)c2ccc(Cl)cc2)CC1)N1CCCC1
22.0	O=C(N1CCC(O)(c2ccccn2)CC1)C1(c2ccc(Cl)cc2)CC1
0.9	CCOc1ccc(OCC)c(NC(=O)CSc2ncnc3sc4c(c23)CCC4)c1
-1.2	CC1CCN(C(=O)CN(C)S(=O)(=O)c2ccc(F)cc2)CC1
11.9	O=C(Nc1nnc(SCC(=O)N2CCCCC2)s1)c1ccc(F)cc1
-5.8	NS(=O)(=O)c1ccc(NCc2nc3ccccc3[nH]2)cc1

This part in full (from the top)
EP2 mod	Molecule
-15.9	O=C(c1ccccc1)c1cc[n+](Cc2ccccn2)cc1
-26.3	O=C(C1CCN(S(=O)(=O)c2ccc(Cl)cc2)CC1)N1CCCC1
22.0	O=C(N1CCC(O)(c2ccccn2)CC1)C1(c2ccc(Cl)cc2)CC1
0.9	CCOc1ccc(OCC)c(NC(=O)CSc2ncnc3sc4c(c23)CCC4)c1
-1.2	CC1CCN(C(=O)CN(C)S(=O)(=O)c2ccc(F)cc2)CC1
11.9	O=C(Nc1nnc(SCC(=O)N2CCCCC2)s1)c1ccc(F)cc1
-5.8	NS(=O)(=O)c1ccc(NCc2nc3ccccc3[nH]2)cc1
-1.4	CCc1ccccc1NC(=S)N(Cc1cc2cccc(C)c2[nH]c1=O)CC1CCCO1 (stereo not drawn)
-20.4	CC(C)C(=O)N1CCCc2cc(C(O)CN3CCCCC3)ccc21 (stereo not drawn)
16.3	O=C(CSc1nc2ccccc2c(=O)[nH]1)c1ccc(Cl)c(Cl)c1
6.8	COc1ccc([C@@H]2CN(C(=O)C34CC5CC(CC(C5)C3)C4)C[C@H]2C(=O)O)cc1
16.7	COc1ccc2c(c1)cc(C)c1nn(CC(=O)Nc3ccccn3)c(=O)n12
-51.6	COc1ccc(-c2cnc(NC(=O)c3csc(C(C)=O)c3)n2C)cc1
-3.6	CC(C)[C@@H](C)/C=C/[C@@H](C)[C@@H]1CC[C@@H]2C3=CC=C4C[C@@H](O)CC[C@]4(C)[C@@H]3CC[C@]21C
-8.2	COc1ccc2[nH]c(=O)c(CN(Cc3ccc(Cl)cc3)C(=O)c3cccs3)cc2c1
-83.1	COc1ccc(S(=O)(=O)N2CCN(CC(O)c3cc(C)sc3C)CC2)cc1 (stereo not drawn)
4.0	Cc1cc2ccc(OC(=O)c3ccc(N=C(N)N)cc3)cc2oc1=O
-36.3	CCCc1nc(SCC(=O)Nc2c(C)cccc2C)c2ccccc2n1
-60.6	O=C(NCc1ccncc1)c1ncoc1-c1ccc(F)cc1
-1.5	Cn1c(SCC(=O)NCc2ccccc2)nnc1-c1ccncc1
-32.2	O=C(O)C1Cc2c([nH]c3ccccc23)C(Cc2ccccc2)N1 (stereo not drawn)
-60.3	Cc1ccc(S(=O)(=O)N2CCC(C(=O)Nc3ccc(Br)cc3)CC2)cc1
-36.6	COc1ccc(C(=O)[C@@H]2CCCN(C(=O)OC(C)(C)C)C2)cc1
-43.5	CCN1CC=C2C(C#N)=C(N)C(C#N)(C#N)C(c3cc4c(cc3Cl)OCO4)C2C1 (stereo not drawn)
-5.5	COC(=O)c1c(NC(=O)c2cccc(F)c2)sc(C(=O)N2CCOCC2)c1C
-28.4	Fc1ccc(C2CCN(Cc3ccncc3)CC2)cc1
-33.2	COc1ccc(C(O)CN2CCC(O)(c3cccc(C)c3)CC2)cc1OC (stereo not drawn)
12.9	Cc1cc(OCC(=O)Nc2nc3ccc(S(C)(=O)=O)cc3s2)ccc1C(C)C
-10.3	CNC(=O)c1cc2cc(Cl)cc(Cl)c2oc1=O
-10.8	Cc1[nH]ncc1C(=O)N1CCn2c(nc(-c3ccc(N(C)C)cc3)c2NC(C)(C)C)C1
21.0	Cc1ccc2cc(CN(CCO)C(=O)NCc3ccccc3)c(=O)[nH]c2c1
6.2	COc1ccc(-n2c(Cc3ccccc3)nnc2SCC(=O)N2CCCCC2)cc1
12.0	Cc1ccc(/C(O)=C2/C(=O)C(=O)N(CCOCCO)C2c2cccnc2)cc1 (stereo not drawn)
49.3	CCN(C(=O)C1CCCCC1)c1nc(-c2ccc(OC)cc2)cs1
19.8	CCCOC(=O)c1c(-c2ccccc2)nc(CC)c(C(=O)SCC)c1CCC
48.4	O=C(NC1CCCCC1)N(CCc1ccccc1)Cc1cc2cc3c(cc2[nH]c1=O)OCCO3
-86.8	COc1ccc2cc(CN(Cc3cccs3)S(=O)(=O)c3ccc4c(c3)OCCO4)c(=O)[nH]c2c1
15.3&-3.1	CCCCCN=C(N)N/N=C/c1c[nH]c2ccc(OC)cc12
5.6	Cn1ccnc1C1(O)CC2CCC(C1)N2C(=O)c1cccs1 (stereo not drawn)
-8.1	CCn1cncc1CN1CCc2cc(OC)c(OC)cc2C1c1ccncc1 (stereo not drawn)
-14.8	CCCC(=O)Nc1sc2c(c1C(N)=O)CCC(C)C2 (stereo not drawn)
-12.2	COc1ccc(CCn2c(SCC(=O)Nc3ccccc3C)nc3ccccc3c2=O)cc1OC
-23.4	CC(C)OC(=O)Cn1nc2c3ccccc3nc(C3CC3)n2c1=O
-73.1	CC(C)n1c(=O)oc2cc(S(=O)(=O)NCC3CC4CCC3C4)ccc21 (stereo not drawn)
-20.4	COc1ccc(C)cc1S(=O)(=O)N1CCNCC1
-70.1	COc1ccc(-c2nc3cnccn3c2NC2CCCC2)cc1O
21.4	CCCCn1cnc2c(c(CC#N)nn2-c2ccccc2)c1=N
-6.8	Cc1cc2cc(CN(C3CCCCC3)C(c3nnnn3Cc3ccccc3)C(C)C)c(=O)[nH]c2cc1C (stereo not drawn)
3.7	O=C1NN=C(CC(=O)N2CC[C@@H](c3ccccc3)[C@H](O)C2)C2C=CC=CC12 (stereo partly drawn)
34.9	CCc1ccc(-n2c(SCC(=O)NC3CCCC3)nnc2-c2ccccn2)cc1

An excerpt from above in order of count of non-hydrogen atoms, low to high.
EP2 mod	Molecule
-14.8	CCCC(=O)Nc1sc2c(c1C(N)=O)CCC(C)C2 (stereo not drawn)
-70.1	COc1ccc(-c2nc3cnccn3c2NC2CCCC2)cc1O
3.7	O=C1NN=C(CC(=O)N2CC[C@@H](c3ccccc3)[C@H](O)C2)C2C=CC=CC12 (stereo partly drawn)

Other entries.
EP2 mod	Molecule
-0.1	CN(C)S(=O)(=O)c1ccc(S(=O)(=O)N2CCCC(C(=O)O)C2)cc1 (stereo not drawn)
72.1*	C=CCn1cnc2sc(C)c(-c3ccc(Cl)cc3)c2c1=O
-18.1	Cc1cnc(C)c(N2CCC(C(=O)NCC3CC3)CC2)n1
-25.6	COc1ccc2cc(C(c3nnnn3Cc3ccc(F)cc3)N3CCCC3)c(=O)[nH]c2c1 (stereo not drawn)
-79.3	Cn1c(=O)oc2cc(S(=O)(=O)NC3(c4ccc(F)cc4)CC3)ccc21
-11.3	CC(NCCCN(C)C)C(=O)N1C(C)CCCC1C (stereo not drawn)
-69.6	COc1cccc(C(O)CN2CCC(O)(c3cccc(C(F)(F)F)c3)CC2)c1 (stereo not drawn)
1.4	CCOc1cc(C2NC(=O)NC(C)=C2C(=O)Nc2ccccc2C)ccc1OCC(N)=O (stereo not drawn)
-18.1	Cc1ccc(C(C(=O)NC2CCCC2)N(Cc2ccco2)C(=O)c2ccco2)cc1 (stereo not drawn)
2.7	CN(C)CCN(c1ccccn1)c1ccccn1
24.0	Cc1ccc(F)cc1NC(=O)CCSc1nc(-c2ccco2)cc(C(F)(F)F)n1
-25.4	NC(=O)c1c(NC(=O)CSc2nnc(-c3ccccc3)n2Cc2ccco2)sc2c1CCC2
-33.0	CCc1ccc2nc3sc(C(=O)OC)c(N)c3cc2c1
10.5	O=P(O)(O)O[C@@H]1O[C@H](CO)[C@@H](O)[C@H](O)[C@H]1O
-52.2	CCc1c(C)sc2ncn(C3CCN(C(=O)c4ccn[nH]4)CC3)c(=O)c12
-24.0	CCC(CN1CCOCC1)NC(=O)Cc1csc(-c2cccc(Cl)c2)n1 (stereo not drawn)
1.4	COC(=O)[C@H]1CN(C(=O)CCn2cnnn2)C[C@@H]1c1ccc(F)cc1
-39.0	COc1ccc2c(c1)N(CCCS(=O)(=O)[O-])/C(=C/c1cccc[n+]1C)S2
-48.1	Cc1nc(NC(=O)c2ccc(Cl)c(Cl)c2)sc1C
-26.1	N#Cc1c(NC(=O)c2cc(Cl)ccc2Cl)sc2c1CCC2
-28.5	COc1ccc2c(Cl)c(C(=O)Nc3ccccc3)sc2c1
-7.8	CCCc1nn(CC(=O)NCc2cccs2)c(=O)c2cc3ccsc3n12
20.0	Cc1ccc2[nH]c(=O)c(CN(Cc3ccco3)C(c3nnnn3CC3CCCO3)C(C)C)cc2c1 (stereo not drawn)
-25.7	Cc1ccc(-c2c(C)nn3c(NCCO)c4c(nc23)CCC4)cc1
9.0	COc1ccc(C(=O)N(Cc2cc3cccc(C)c3n3nnnc23)C2CCCC2)cc1OC
-7.7	COc1ccc2c(c1)N(C)/C(=c1\s/c(=C3\SC(=S)N(C)C3=O)n(C)c1=O)S2
-14.4	O=C(Cn1c2[n+](c3ccccc31)CC(O)CS2)N1CCCCC1 (stereo not drawn)
-53.5	CCn1c2cc(C)oc2c2cnn(CC(=O)NCc3cccs3)c(=O)c21
-59.3	CC(=O)Nc1ccc(Nc2ccc([N+](=O)[O-])cn2)cc1
-31.2	CCN(CC)CCCNC(=O)c1cc2nc(-c3ccco3)cc(C(F)(F)F)n2n1
-69.0	O=C1N=C(N2CCOCC2)S/C1=C/c1ccc(-c2ccc(Cl)cc2)o1
-3.9	c1cc(-c2n[nH]c(C3CCCNC3)n2)ccn1 (stereo not drawn)
-34.2	COc1ccc(NC(=O)C2CCCN(S(=O)(=O)c3ccc(OC)cc3)C2)cc1 (stereo not drawn)
-14.6	Cn1c(=S)c2[nH]c(SCc3cccnc3)nc2n(C)c1=O
14.9&12.3	CC(C)=CCC/C(C)=C/CO
-89.4	O=C(c1cc(-c2ccco2)[nH]n1)N1CCCCC1c1nc2ccccc2[nH]1 (stereo not drawn)
34.9	CN(C)C(=O)CSc1nc(C23CC4CC(CC(C4)C2)C3)nc2ccccc12
3.5	CCN(CC)S(=O)(=O)c1ccc(-c2nnc(SCC(=O)O)n2CC)cc1
-27.1	CCOc1ccc2[nH]c(=O)c(CN(Cc3cccnc3)C(=S)Nc3ccccc3)cc2c1
-6.4	COCCNC(=O)c1ccccc1NS(=O)(=O)c1cccs1
0.5	CC1CCN(c2ccc(NC(=O)c3ncoc3-c3ccccc3F)cc2C(N)=O)CC1
-63.1	CC(=O)N(Cc1ccccc1)Cc1cc2cccc(C)c2n2nnnc12
-25.7	Cc1cccc(NC(=O)CSc2nnc3c(n2)C2(C)CCC3C2(C)C)c1C (stereo not drawn)
8.2	COc1cc(CCC(=O)NC(C)Cn2nc3c(C)cc4ccccc4n3c2=O)on1 (stereo not drawn)
-81.6	CS(=O)(=O)N1CCc2cc(C(=O)Nc3ccc(F)cc3)ccc21
13.0	CCCCCC(C)N (stereo not drawn)
-28.0	COc1ccccc1-n1c(C)nnc1SCC(=O)Nc1ccccc1
-1.6	Cc1[nH]ncc1C(=O)N1CCCC(c2nc3ccccc3c(=O)[nH]2)C1 (stereo not drawn)
-34.7	CCC(=O)N1CCc2cc(C(=O)CN3CCC(O)(c4ccc(F)cc4)CC3)ccc21
-10.6	CN1c2ncccc2C(=O)NC12CCN(C(=O)Cn1ncc3ccccc3c1=O)CC2

(list continues)
EP2 mod	Molecule
6.7	CCC(c1nnnn1C(C)(C)CC)N(Cc1cc2cc3c(cc2[nH]c1=O)OCO3)CC1CCCO1 (stereo not drawn)
-71.9	Cc1oc2c(c1C(=O)N1CCC(C(=O)c3nc4ccccc4s3)CC1)CCCC2
16.9	Cc1ccc(NC(=O)CSc2nc3c(C)ccc(C)c3cc2C#N)cc1C
6.8	COC(=O)c1c(NC(=O)C(C)C)sc(C(=O)Nc2ccccc2OC)c1C
-28.5	COc1ccc(CN(Cc2cc3ccc(C)cc3[nH]c2=O)C(=S)NC2CCCCC2)cc1
-14.7	CNC(=O)c1cc2c(=O)n3cc(C)ccc3nc2n(CCN2CCOCC2)c1=N
-33.9	Cc1cccc2cc(C(c3nnnn3Cc3ccc(F)cc3)N3CCCC3)c(=O)[nH]c12 (stereo not drawn)
-10.1	O=C(Nc1ccccc1Cl)N1CCNCC1
-7.7	Cc1ccc2nc(N3C(=O)C(O)=C(C(=O)c4ccc(C)o4)C3c3ccc(O)cc3)sc2c1 (stereo not drawn)
-3.4	N#Cc1ccc(Cl)cc1N1C(=O)c2ccccc2S1(=O)=O
-22.0	OC1(c2cccc(C(F)(F)F)c2)CCN(Cc2nnnn2Cc2ccco2)CC1
20.2	CCOc1ccc(NC(=O)Cn2cc(C#N)c3ccccc32)cc1
-10.1	Cc1c(C(=O)OC(C)C)sc2ncn(CC(=O)Nc3ccc(F)c(Cl)c3)c(=O)c12
-46.3	COc1ccc2cc(C)c3nn(CC(=O)N(C)C4CCCCC4)c(=O)n3c2c1
-7.9	COc1cc(C(=O)Nc2sc3c(c2C#N)CCC(C)C3)cc(OC)c1OC (stereo not drawn)
-16.7	COc1cc(NC(=O)c2ccc(C)c(C)c2)ccc1NC(=O)c1ccco1
1.6	CCn1c(=O)c(C(=O)Nc2ccc(Cl)cc2)c(O)c2ccccc21
-3.4	COc1cc(C)c(CNC(=O)c2c(-c3ccncc3)noc2C)cc1C(C)C
-16.0	COc1ccc(NC(=O)N(Cc2ccco2)Cc2cc3cc(OC)c(OC)cc3[nH]c2=O)cc1
-38.7	O=C(CSc1nnc2c(n1)[nH]c1ccccc12)Nc1cccc(Cl)c1
-7.6	O=C(N1CCC(n2nnc3ccccc3c2=O)CC1)C1(c2ccccc2)CCCC1
-85.5	CCOC(=O)Cc1csc(NC(=O)C(C)Oc2ccc(Cl)cc2Cl)n1 (stereo not drawn)
-16.4	O=C1NC(=O)N(C2CCCCC2)C(=O)/C1=C\c1ccc2c(c1)OCO2
-6.4	O=C(NCc1ccncc1)C(=O)NCc1cccnc1
-16.6	CC(C)OC(=O)C1C2C=CC3(CN(c4cccc(Cl)c4)C(=O)C13)O2 (stereo not drawn)
